# Giardia FBPA inh – inhibitors of Giardia lamblia fructose-1,6-bisphosphate aldolase | AID 2451 | A8B2U2 | Potency, µM (titrated, usually from 59.6 µM), without a hit: at the highest dose activity, negative = inhibition, actives largely listed as inhibitors | purified Giardia FBPA | 290,000 compounds, 0.71% hits; note: potency is the fitted concentration of half-maximal effect; % is set by controls: 0 for no effect and ±100 for the full control effect; nearly all actives have a fitted effect of over 55% in size
# Target sequence (A8B2U2 whole entry, looked up): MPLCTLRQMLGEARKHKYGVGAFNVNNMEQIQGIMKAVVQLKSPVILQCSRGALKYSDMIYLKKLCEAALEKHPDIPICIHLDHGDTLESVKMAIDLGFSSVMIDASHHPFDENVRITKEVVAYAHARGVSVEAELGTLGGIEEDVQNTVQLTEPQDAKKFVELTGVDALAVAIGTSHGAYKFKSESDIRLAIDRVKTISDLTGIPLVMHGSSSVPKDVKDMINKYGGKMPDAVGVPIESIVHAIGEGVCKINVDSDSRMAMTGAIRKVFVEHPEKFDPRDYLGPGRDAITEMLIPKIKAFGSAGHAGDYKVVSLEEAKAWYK
#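 Giardia FBPA (40 nM reagent) was preincubated 10 min at RT with compound (up to 57.5 uM final), then substrate plus GAPDH/TPI/NAD/arsenate coupling system with diaphorase/resazurin was added; resorufin fluorescence (525/598 nm) was read after 20 min.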
# CHX counter – counter-screen hit for Shiga toxin inhibitors, cycloheximide; cell reporter, cycloheximide protein synthesis inhibition counterscreen; max response, %; 300,000 compounds, 12% hits; AID 2314; in the data active = max response mostly above about 13%, no sharp cut-off; inactive = mostly below about 14%; note: read at 38.3 µM for the half of the compounds with a filed dose; 0% is about no effect
# AmpC detergent – AmpC beta-lactamase inhibition with detergent present; P00811; AmpC hydrolysis of nitrocefin, absorbance 480 nm, 0.01% Triton; Potency, µM (highest dose often 114 µM), for inactives: at the top dose activity change, negative = inhibition, actives largely listed as inhibitors; 370,000 compounds, 0.041% hits; AID 485294;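 note: potency is the fitted concentration of half-maximal effect; 0% = no-compound wells and -100% = no-enzyme wells; nearly all actives have a fitted effect of over 25% in size; some results filed as inactive show a strong effect at the top dose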
# Target sequence (P00811 whole entry, looked up): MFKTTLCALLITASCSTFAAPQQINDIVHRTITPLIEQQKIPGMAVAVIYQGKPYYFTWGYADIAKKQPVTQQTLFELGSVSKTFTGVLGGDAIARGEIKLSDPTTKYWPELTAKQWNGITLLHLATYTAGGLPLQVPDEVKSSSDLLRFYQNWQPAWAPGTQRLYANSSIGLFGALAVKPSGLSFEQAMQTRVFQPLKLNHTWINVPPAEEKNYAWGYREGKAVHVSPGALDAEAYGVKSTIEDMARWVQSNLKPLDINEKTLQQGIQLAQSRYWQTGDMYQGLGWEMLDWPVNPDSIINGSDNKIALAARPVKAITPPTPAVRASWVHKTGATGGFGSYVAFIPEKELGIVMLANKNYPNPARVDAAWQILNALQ
#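 20 mM phosphate pH 7.0 + 0.01% (detergent screen) or 0.0001% Triton X-100; 5.3 nM AmpC reagent; cpd preinc 15 min RT; nitrocefin (800 uM stock) to start; A480 q20 s × 4 min; Activity was normalised to no-enzyme and no-compound control wells.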
# HCMV antiviral – blocks human cytomegalovirus replication; HFF cells, HCMV-luciferase reporter, 72 h; active compounds read low; AID 1259415; 410,000 compounds, 4.5% hits; activity change, negative = inhibition, % at 57.5 µM; in the data active = activity change below about -60%; inconclusive = no clear call, values can overlap the other calls; inactive = above about -39%; note: % is set by controls: 0 for no effect and ±100 for the full control effect
#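 Two-dose cell screen: HFF monolayers treated with compounds and infected with luciferase-expressing HCMV at 1 PFU/cell, 72 h at 37C, then lysed for luciferase measurement.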
# AMA1-RON2 inh – disrupts binding of P. falciparum AMA1 to RON2; AlphaScreen AMA1-biotinylated RON2 peptide binding; 360,000 compounds, 0.2% hits; Potency, µM (highest dose often 58.2 µM), inactives show at the top dose activity change, negative = inhibition, actives largely listed as inhibitors; AID 720542;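 note: potency is the fitted concentration of half-maximal effect; 0% = vehicle wells and -100% = peptide control; nearly all actives have a fitted effect of over 45% in size; some results filed as inactive show a strong effect at the top dose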
#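 AMA1 (3D7) with his tag at 25 nM final met compounds first, then biotinylated RON2 peptide at 25 nM; detection used donor plus acceptor beads, 10 µg/mL apiece, read by AlphaScreen after 30 min at room temperature.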
# Shiga toxin inh – blocks Shiga toxin action in Vero cells | inhibition, % at 38.7 µM | Vero cells, Shiga toxin protein synthesis inhibition reporter | 290,000 compounds, 9.2% hits; in the data active = inhibition mostly above about 28%, no sharp cut-off; inactive = mostly below about 43%; note: 0% is about no effect
# AmpC no deterg – inhibitors of E. coli AmpC beta-lactamase without detergent; Potency, µM (highest dose often 57.1 µM), inactives show top-dose activity change, negative = inhibition, most hits filed as inhibitors; AmpC nitrocefin hydrolysis, absorbance 480 nm, 0.0001% Triton; P00811; 330,000 compounds, 0.52% hits;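 note: potency is the fitted concentration of half-maximal effect; plate controls were no compound for no effect and no enzyme for full effect; nearly all actives have a fitted effect of over 20% in size; some results filed as inactive show a strong effect at the top dose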
#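 AmpC (5.3 nM in the dispensed reagent) in 20 mM phosphate pH 7.0 with 0.01% (detergent screen) or 0.0001% Triton X-100 was preincubated with compounds for 15 min at room temperature. Nitrocefin was then added from an 800 uM solution, and hydrolysis was followed at 480 nm.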
# Starred values were filed as active, the others as inactive; ? = inconclusive; . = no result given; [ ] = remark or other dose. Unless noted, calls come from the whole dose curve; as a rule, active = well fitted curve in the direction sought with a large enough effect; inconclusive = small, poorly fitted or top-dose-only effect, or another doubt; inactive = no such curve, though single readings can be large; an effect the other way counts as inactive or inconclusive.
SMILES,Giardia FBPA inh,CHX counter,AmpC detergent,HCMV antiviral,AMA1-RON2 inh,Shiga toxin inh,AmpC no deterg
Cc1nnc(C)n1N1C(=O)c2cccc3cccc(c23)C1=O,4%,-1,-9%,-21,-13%,-11,-18%
C/C(CCC(C)C)=N\NC(=S)NCc1ccccc1,16µM*,10,-13%,-25,52%[activator],-4,-24%
Cc1cc([N+](=O)[O-])cc([N+](=O)[O-])c1NCC(C)C,-7%,-3,-6%,-37,?,-3,-42%
O=C1Nc2c(c(=O)[nH]c(=O)n2-c2ccc(F)cc2)C1(NS(=O)(=O)c1ccccc1)C(F)(F)F (stereo unspecified),10%,8,-2%,0,-9%,-8,5%
Cn1ncc(C(=O)N=S(C)(=O)c2ccccc2)c1[N+](=O)[O-] (stereo unspecified),0%,2,-4%,19,0%,14,-6%
O=C(NCCCN1CCOCC1)c1ccc(CNS(=O)(=O)c2ccc(F)cc2)cc1,8%,-2,-12%,-7,10%,-11,-4%
COc1ccccc1CNC(=O)C1CC(=O)N(c2ccc(C)c(C)c2)C1 (stereo unspecified),2%,-1,-17%,-18,-4%,-3,15%
O=C(c1ccco1)N1CCCC(c2ccccc2)C1 (stereo unspecified),-3%,-1,-12%,-24,?,-6,-14%
O=C(NCc1ccc2[nH]c3c(c2c1)CCCC3)c1ccc(S(=O)(=O)N2CCOCC2)cc1,-1%,-2,-16%,-4,-9%,-11,1%
COc1ccccc1CNC(=S)Nc1ccc(F)cc1,9%,5,-2%,-25,10%,.,-29%
c1ccc(Sc2ncnc3c2oc2ccccc23)cc1,1%,33*,-2%,.,45%[activator],81*,52%
CC(C)(C)OC(=O)N1CCC(c2c(C(=O)O)cnn2-c2ccccc2)CC1,-6%,-1,-9%,-2,2%,-4,-13%
COc1ccc(CCNC(=O)c2cccc(NC(=O)CC3SC(N4CCCCC4)=NC3=O)c2)cc1OC (stereo unspecified),-18%,-1,0%,26,-2%,-5,50%
COc1ccc(OCCN2CCOCC2)cc1,?,-1,-1%,40,-27%,19,-12%
COc1ccccc1-n1c(CNC(=O)c2ccc(S(=O)(=O)N3CCCCC3)cc2)n[nH]c1=S,.,-1,-1%,-70*,34%[activator],-14,-30%
Cc1ccc(CNC(=O)c2ccc(NS(=O)(=O)c3c(C)noc3C)cc2)cc1,14%,-1,-7%,17,1%,-9,-33%
O=C1C2CCCN2C(c2cccnc2)N1c1nccs1 (stereo unspecified),-4%,-2,1%,72,124%[activator],-16,-8%
Cn1c(SCC(=O)NC2(C#N)CCCCC2)nnc1-c1cccnc1,0%,4,-14%,3,4%,-14,-13%
CCCCC1CCC(c2ccc(C(N)=O)cc2)CC1 (stereo unspecified),1%,-3,-8%,26,-1%,-3,-28%
CS(=O)(=O)N(CC(=O)NCCSC1CCCCC1)c1ccccc1,6%,-2,2%,-33,23%,-8,46%
CC(=O)C1C(=O)c2c(cccc2[N+](=O)[O-])C1=Nc1ccccc1C (stereo unspecified),0%,15,0%,?,.,26,-13%
CCN1CCN(CCNC(=O)c2cn(C(C)c3ccccc3F)nn2)CC1 (stereo unspecified),2%,-3,2%,2,19%,-5,-18%
Cc1ccc(C(=O)c2oc3nc(C)cc(C)c3c2N)cc1,0%,13,?,41,12%,6,-23%
Cc1cc(C)nc(Sc2c(C)nn(-c3ccccc3)c2C)n1,1%,3,-15%,-22,2%,-7,41%
COc1ccc2c3n([n+]([O-])c2c1)CCN=C3c1cc(Cl)c(N)c(Cl)c1,.,.,0%,4,11%,.,-1%
SMILES,Giardia FBPA inh,CHX counter,AmpC detergent,HCMV antiviral,AMA1-RON2 inh,Shiga toxin inh,AmpC no deterg
Cc1ccnc(NC(=O)c2cccs2)c1,-10%,38*,4%,37,-6%,57,-10%
COc1ccc(NC(=O)C2COc3ccccc3O2)cc1 (stereo unspecified),7%,41*,-9%,23,-11%,71*,-11%
Cc1ccccc1-n1nc2c(c1NC(=O)COc1ccc(Cl)cc1)CS(=O)C2 (stereo unspecified),2%,-1,-11%,-9,5%,12,28%
Cc1ccc(S(=O)(=O)N2CCCC2C(=O)NCc2ccc3c(c2)OCO3)cc1 (stereo unspecified),7%,10,4%,25,-14%,-8,7%
Cc1nn(C)cc1N1C(=O)c2cccc3c(N)ccc(c23)C1=O,-6%,-3,-8%,30,12%,-6,-7%
CCOC(=O)C1CCN(Cc2cccc(OCc3ccccc3)c2)CC1,-28%,-4,?,-1,-2%,-4,50%
O=C(Nc1c2c(nn1-c1ccccc1)CS(=O)(=O)C2)c1cccs1,.,2,4%,-13,-2%,-6,-18%
COc1ccc(NC(=O)NN2CCN(C)CC2)c(OC)c1,.,0,7%,-8,0%,-18,75%[activator]
CN(C)S(=O)(=O)N1CCc2ccccc21,-11%,-3,?,102,-23%,-6,-4%
CCCC(=O)Nc1cc2c3c(c1)C(C)C(=O)N3CCC2 (stereo unspecified),-9%,-3,-14%,-8,5%,-11,0%
O=C(CCNc1n[nH]c(=O)[nH]c1=O)N/N=C\c1ccc(Br)cc1,2%,-5,8%,0,16%,10,-1%
CC(=O)c1c(C)[nH]c(C(=O)CN2C(=O)NC(C)(c3ccc4c(c3)OCCO4)C2=O)c1C (stereo unspecified),.,.,?,78,-18%,.,-32%
CCOC(=O)C1CN(S(=O)(=O)c2ccc(C)cc2)c2cc(S(=O)(=O)CC)ccc2O1 (stereo unspecified),-6%,-1,?,?,-4%,-13,32%
Brc1ccc(-c2nnc3n2C2(CCCC2)Cc2ccccc2-3)o1,-8%,-2,?,1,15%,-10,1%
Cc1cccc(NC(=O)Cn2cc(C(=O)C3CC3)c3ccccc32)c1C,5%,-3,?,61,-6%,19,-25%
CCOC(=O)C1=C(COC(=O)/C=C/c2cccc([N+](=O)[O-])c2)NC(=O)NC1C (stereo unspecified),.,.,-2%,4,-15%,.,-8%
Cn1ncc(Cl)c1C(=O)N1CCN(C23CC4CC(CC(C4)C2)C3)CC1,.,7,-9%,-77*,23%,-3,91%[activator]
COc1cccc(C2C3=C(CC(C)(C)CC3=O)OC(N)=C2[N+](=O)[O-])c1 (stereo unspecified),-1%,0,-5%,5,-7%,-15,-24%
O=C(CN1CCC(C(=O)c2ccc3c(c2)OCCO3)CC1)Nc1ccccc1C(F)(F)F,-4%,-4,6%,.,-20%,-4,45%
O=C(Cc1cccs1)NCc1ccccc1Br,4%,36*,-2%,60,-1%,63*,-2%
Cc1ccc(S(=O)(=O)NCc2ccc(C(=O)NCCc3ccc(S(N)(=O)=O)cc3)cc2)cc1,-3%,6,-4%,12,-7%,-7,-55%
CC(=O)c1ccc(N2CCN(C(=S)Nc3cccc(Cl)c3)CC2)cc1,8%,-1,4%,1,-9%,-6,-39%
CC(=O)Oc1ccc2oc(=O)c3c(c2c1)CCCN3C(=O)CN1CCOCC1,5%,10,-15%,22,4%,-2,-26%
COc1ccc2oc(C(=O)N3CCc4ccccc43)c(C)c2c1,.,5,-4%,60,-1%,-10,4%
CC(Sc1nnc(Cc2cccs2)n1C1CCCCC1)C(=O)N1CCc2ccccc21 (stereo unspecified),-4%,1,5%,?,-8%,-10,101%[activator]
COc1ccc(Nc2oc(COc3ccc(Cl)cc3)nc2C#N)cc1,-11%,2,-18%,-78*,2%,-3,-28%

# Another view of 2 compounds above.
SMILES	Giardia FBPA inh	CHX counter	AmpC detergent	HCMV antiviral	AMA1-RON2 inh	Shiga toxin inh	AmpC no deterg
Cc1nn(C)cc1N1C(=O)c2cccc3c(N)ccc(c23)C1=O	-6%	-3	-8%	30	12%	-6	-7%
CCOC(=O)C1CCN(Cc2cccc(OCc3ccccc3)c2)CC1	-28%	-4	?	-1	-2%	-4	50%

# Quoted from the results shown for reference:
SMILES,Giardia FBPA inh,CHX counter,AmpC detergent,HCMV antiviral,AMA1-RON2 inh,Shiga toxin inh,AmpC no deterg
Cc1ccnc(NC(=O)c2cccs2)c1,-10%,38*,4%,37,-6%,57,-10%
COc1ccc(NC(=O)C2COc3ccccc3O2)cc1 (stereo unspecified),7%,41*,-9%,23,-11%,71*,-11%
Cc1ccccc1-n1nc2c(c1NC(=O)COc1ccc(Cl)cc1)CS(=O)C2 (stereo unspecified),2%,-1,-11%,-9,5%,12,28%
Cc1ccc(S(=O)(=O)N2CCCC2C(=O)NCc2ccc3c(c2)OCO3)cc1 (stereo unspecified),7%,10,4%,25,-14%,-8,7%
Cc1nn(C)cc1N1C(=O)c2cccc3c(N)ccc(c23)C1=O,-6%,-3,-8%,30,12%,-6,-7%
CCOC(=O)C1CCN(Cc2cccc(OCc3ccccc3)c2)CC1,-28%,-4,?,-1,-2%,-4,50%
O=C(Nc1c2c(nn1-c1ccccc1)CS(=O)(=O)C2)c1cccs1,.,2,4%,-13,-2%,-6,-18%
COc1ccc(NC(=O)NN2CCN(C)CC2)c(OC)c1,.,0,7%,-8,0%,-18,75%[activator]
CN(C)S(=O)(=O)N1CCc2ccccc21,-11%,-3,?,102,-23%,-6,-4%
CCCC(=O)Nc1cc2c3c(c1)C(C)C(=O)N3CCC2 (stereo unspecified),-9%,-3,-14%,-8,5%,-11,0%
O=C(CCNc1n[nH]c(=O)[nH]c1=O)N/N=C\c1ccc(Br)cc1,2%,-5,8%,0,16%,10,-1%
CC(=O)c1c(C)[nH]c(C(=O)CN2C(=O)NC(C)(c3ccc4c(c3)OCCO4)C2=O)c1C (stereo unspecified),.,.,?,78,-18%,.,-32%
CCOC(=O)C1CN(S(=O)(=O)c2ccc(C)cc2)c2cc(S(=O)(=O)CC)ccc2O1 (stereo unspecified),-6%,-1,?,?,-4%,-13,32%
Brc1ccc(-c2nnc3n2C2(CCCC2)Cc2ccccc2-3)o1,-8%,-2,?,1,15%,-10,1%
Cc1cccc(NC(=O)Cn2cc(C(=O)C3CC3)c3ccccc32)c1C,5%,-3,?,61,-6%,19,-25%

# Screening results as filed in PubChem BioAssay.
